NF-kB neuron act – raises NF-kB expression in human neuronal cells | NF-kB reporter expression; active compounds read high | fold change at 12.5 µM | 190,000 compounds, 1.6% hits | AID 1239; in the data active = fold change above about 3.3
STAT1 activator – STAT1 signaling activation | NIH 3T3 STAT1-luciferase reporter, IFN-gamma, luminescence; 100% = IFN-gamma alone, no compound | activation (% of control), % at 5.5 µM | 200,000 compounds, 2.6% hits | AID 932;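 active = activation above the screen-wide mean activation plus 3 SD, cut at about 130% in these data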;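 also: raw ratio to IFN-gamma control signal so 100% means no change and 0% no light; values of inactives mirror those of a sister screen read the other way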
TLR4-MyD88 BLA – inhibitors of human TLR4-MyD88 binding | HeLa CL3-4 TLR4/MyD88 BLA complementation, FRET ratio | 200,000 compounds, 0.18% hits | inhibition, % at 8.4 µM | AID 861 | O00206+Q99836; in the data active = inhibition above about 25%;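 also: 0% = vehicle and 100% = reference inhibitor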
Target sequence (O00206 whole entry, looked up): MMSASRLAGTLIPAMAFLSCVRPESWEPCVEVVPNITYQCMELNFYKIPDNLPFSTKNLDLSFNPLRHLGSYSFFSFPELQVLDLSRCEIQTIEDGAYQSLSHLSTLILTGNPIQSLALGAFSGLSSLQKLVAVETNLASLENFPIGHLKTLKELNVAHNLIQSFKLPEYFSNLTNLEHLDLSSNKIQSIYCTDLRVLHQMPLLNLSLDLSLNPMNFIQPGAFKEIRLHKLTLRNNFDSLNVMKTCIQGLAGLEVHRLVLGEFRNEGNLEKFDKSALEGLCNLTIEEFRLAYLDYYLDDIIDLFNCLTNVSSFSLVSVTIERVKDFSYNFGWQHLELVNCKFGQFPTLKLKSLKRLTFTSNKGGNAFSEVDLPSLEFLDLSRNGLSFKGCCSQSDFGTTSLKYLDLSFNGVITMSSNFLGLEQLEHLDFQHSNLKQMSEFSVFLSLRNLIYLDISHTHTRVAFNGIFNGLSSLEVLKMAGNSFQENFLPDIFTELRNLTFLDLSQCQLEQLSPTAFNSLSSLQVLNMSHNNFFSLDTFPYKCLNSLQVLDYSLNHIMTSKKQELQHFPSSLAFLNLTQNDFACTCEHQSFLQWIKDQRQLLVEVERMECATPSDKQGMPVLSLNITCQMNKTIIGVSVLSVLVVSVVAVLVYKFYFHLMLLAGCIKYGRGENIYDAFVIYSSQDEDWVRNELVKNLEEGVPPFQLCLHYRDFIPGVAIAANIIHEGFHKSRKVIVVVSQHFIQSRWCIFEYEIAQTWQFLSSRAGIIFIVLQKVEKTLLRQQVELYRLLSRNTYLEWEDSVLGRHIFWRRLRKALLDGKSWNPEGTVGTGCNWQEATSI
Target sequence (Q99836 whole entry, looked up): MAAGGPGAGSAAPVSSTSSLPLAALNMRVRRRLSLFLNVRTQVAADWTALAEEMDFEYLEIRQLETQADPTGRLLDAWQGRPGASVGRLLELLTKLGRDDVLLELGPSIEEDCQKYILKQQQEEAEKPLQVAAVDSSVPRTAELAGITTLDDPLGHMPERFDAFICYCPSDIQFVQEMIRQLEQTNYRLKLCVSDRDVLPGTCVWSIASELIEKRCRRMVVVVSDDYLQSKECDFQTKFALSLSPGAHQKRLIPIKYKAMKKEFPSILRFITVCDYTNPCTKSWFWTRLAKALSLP
STAT1 inh – STAT1 signaling inhibition. NIH 3T3 STAT1-luciferase reporter, IFN-gamma, luminescence. inhibition, % at 5.5 µM. 200,000 compounds, 0.35% hits. AID 920;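 active = inhibition above a set limit, the mean inhibition across all tested compounds plus 3 SD, cut at about 34% in these data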;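 also: 0% = IFN-gamma with DMSO and 100% = IFN-gamma with 300 µM nifuroxazide; values of inactives mirror those of a sister screen read the other way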
Hsp70 act – transcriptional activators of Hsp70; HeLa Hsp70 promoter luciferase reporter, luminescence; scaled: vehicle 0, proteasome-inhibitor control 100%; activation, % at 10 µM; 200,000 compounds, 0.04% hits; AID 1203;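 active = activation above the mean across all tested compounds plus 3 SD, cutoff set per campaign, cut at about 5.5% in these data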;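 also: 100% = MG132 at 30 µM as the positive control and 0% = DMSO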
DTT redox prof – compounds producing H2O2 with reducing agent – biochemical, NIH compound library profiling, artefact control for MLSCN library redox annotation, primary screen | DTT-dependent redox cycling H2O2, phenol red/HRP absorbance; 100% = 100 µM peroxide control, 0% = buffer | activation, % at 10 µM | 200,000 compounds, 0.03% hits;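 active = activation of at least 50% relative to the plate's high and low controls in the primary single-dose screen; inactive = activation below 50%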;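 also: compound incubated with DTT at 0.8 mM final as the reducing agent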
Efa HMGR inh – blocks class II HMG-CoA reductase of Enterococcus faecalis; purified E. faecalis HMGR, NADPH absorbance 340 nm kinetic; inhibition, % at 10 µM; 190,000 compounds, 0.41% hits;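 active = inhibition above a set limit, the median over all tested compounds plus 3 SD, cut at about 9.5% in these data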;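 also: enzyme runs in reverse so mevalonate oxidation gives rising NADPH absorbance; 0% = complete reaction with DMSO and 100% = background rate lacking mevalonate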
STAT3 act – activators of IL-6 induced STAT3 signaling; U3A cells, IL-6 STAT3-luciferase reporter, luminescence; 100% = signal with IL-6 EC80 alone; activation (% of control), % at 5.6 µM; 190,000 compounds, 0.91% hits;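 active = activation above the screen-wide mean of compound activation plus 3 SD, cut at about 130% in these data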;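 also: 0% = background luminescence of wells with medium and substrate only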
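Test system: human U3A cells carrying STAT3-luciferase construct; control set: IL-6-only wells as 100% reference; timing: compound pre-incubation 1 h before IL-6, then 6 h stimulation at 37 °C; also added: IL-6 stimulus at 33 ng/mL final; evaluation: % activation versus median of IL-6-stimulated wells; detection: reporter luminescence signal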
STAT3 inh – inhibitors of IL-6 induced STAT3 signaling; U3A cells, IL-6 STAT3-luciferase reporter, luminescence; host cell line lacks STAT1; inhibition, % at 5.5 µM; 190,000 compounds, 0.89% hits;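 active = inhibition above the mean inhibition across all screened compounds plus 3 SD, cut at about 44% in these data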;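 also: 0% = DMSO only wells and 100% = 100 µM nifuroxazide control wells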
APP 5'UTR act – APP 5'UTR luciferase reporter activation. activation, % at 2 µM. 190,000 compounds, 1% hits. SH-SY5Y APP 5'UTR luciferase reporter, luminescence; zero percent = DMSO vehicle wells;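 active = activation above a set limit, based on mean plus 3 SD of controls, cut at about 140% in these data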; also: values of inactives mirror those of a sister screen read the other way
The depositor's hits bear a star; · = no result given.

SMILES | NF-kB neuron act | STAT1 activator | TLR4-MyD88 BLA | STAT1 inh | Hsp70 act | DTT redox prof | Efa HMGR inh | STAT3 act | STAT3 inh | APP 5'UTR act
CCOc1ccc(/C(O)=C2/C(=O)C(=O)N(CCOCCO)C2c2ccccn2)cc1 (configuration not stated) | 0.85 | 103.7 | 10.8 | -4.0 | 0.2 | 0.0 | -4.0 | 99.0 | 5.4 | -4.5
O=C(O)CC(NCc1ccco1)C(=O)OCCCl (configuration not stated) | 1.03 | 95.2 | -10.0 | 5.6 | -0.3 | -0.9 | 2.5 | 102.3 | -0.4 | -12.1
O=C(O)C1CCN(Cc2cnn(-c3ccccc3)c2-n2cccc2)CC1 | 1.02 | 96.0 | -9.6 | 4.3 | -0.3 | -0.1 | 0.7 | 102.6 | 0.3 | 4.2
O=C(NCC1CCCO1)c1cc(-c2ccccc2)on1 (configuration not stated) | 7.79* | 139.7* | -6.5 | -43.0 | 3.4 | 0.3 | -0.7 | 107.8 | -6.5 | 32.8
COC(=O)C(Cc1ccc(OC(=O)c2ccc(C)cc2)cc1)N1Cc2ccccc2C1=O (configuration not stated) | 1.76 | 112.5 | 4.9 | -14.0 | -0.3 | 1.6 | 0.2 | 106.7 | -5.5 | 31.4
COc1cc(OC)c(-n2c(C)cc(C=O)c2C)cc1Cl | 0.99 | 102.8 | -12.9 | -3.1 | -0.5 | -0.1 | -6.7 | 99.3 | 6.4 | 24.5
O=c1cc(N2CCN(Cc3ccccc3)CC2)[nH]c(=O)n1Cc1ccc(F)cc1 | 1.23 | 108.6 | 2.4 | -9.4 | -0.2 | 0.7 | -0.8 | 94.2 | 12.1 | -12.8
CCOc1ccc(C(=O)c2nc3c(n2O)CCCCC3)cc1 | 1.1 | 102.3 | 7.4 | -2.1 | -0.2 | 0.1 | -1.5 | 105.2 | -2.4 | -4.4
Cc1sc2nc(CSc3ccccc3)nc(N3CCOCC3)c2c1C | 0.79 | 98.0 | 2.2 | 2.2 | -0.4 | 1.2 | -2.0 | 99.7 | 2.6 | -1.2
CCOc1ccccc1OCc1nn2c(COc3ccccc3)nnc2s1 | 0.98 | 93.9 | -1.4 | 6.6 | -0.5 | 2.7 | 1.0 | 112.5 | -14.7 | 19.4
COc1ccc(N2C(=O)CN=C2Nc2nc(C)cc(C)n2)cc1OC | 1.08 | 102.2 | -2.8 | -2.4 | -0.6 | -16.8 | -6.7 | 98.5 | 9.1 | 2.2
Cn1c2ccccc2n2c(=O)c(=O)n(CC(=O)c3ccc(F)cc3)nc12 | 1.21 | 97.4 | -5.2 | 2.9 | -0.2 | -0.6 | -1.0 | 88.2 | 14.5 | 16.8
COc1ccccc1N1CCN(C(=O)CCn2c(=O)[nH]c3ccsc3c2=O)CC1 | 1.07 | 97.9 | -0.6 | 2.3 | -0.2 | -1.5 | -3.8 | 100.5 | 7.0 | -6.3
CS(=O)(=O)c1ccc(C(=O)Nc2ccc(N3CCCCC3)cc2)c(Cl)c1 | 1.24 | 89.3 | 1.3 | 11.0 | 0.0 | -0.3 | -1.9 | 99.3 | 3.0 | -4.3
O=C(NC1CCCCCC1)c1ccc2c(=O)n3c(nc2c1)CCCCC3 | 2.01 | 115.0 | -7.6 | -16.4 | 0.3 | 0.3 | -1.5 | 105.9 | -6.8 | 89.8
COc1ccccc1/C=N/NC(=O)CC(=O)NCc1cccnc1 | 1.14 | 102.8 | 2.6 | -3.2 | -0.5 | -0.3 | 0.8 | 101.7 | -3.1 | 3.3
CCCNC(=O)COC(=O)c1ccc(S(=O)(=O)N2CCCC2)cc1 | 1.06 | 90.1 | -11.9 | 10.5 | -0.1 | -1.7 | -6.7 | 102.3 | -1.0 | -16.1
CCCOc1ccccc1C(=O)NCCCC(=O)O | 1.23 | 99.6 | 2.6 | 0.4 | -0.2 | 1.9 | -3.4 | 109.2 | -7.8 | 6.2
COc1cc(OC)cc(C(=O)N[C@H](C(=O)OCC(=O)NC(C)c2ccccc2)C(C)C)c1 (some centres not stated) | 1.18 | 104.2 | 4.1 | -4.7 | -0.2 | 0.5 | -8.7 | 102.4 | -0.6 | -14.5
NC(=S)N/N=C/c1ccc2ccccc2c1 | 1.42 | 108.2 | 10.9 | -9.1 | -0.1 | 0.6 | 1.9 | 94.2 | 2.9 | -0.8
COC(=O)C1CC(=O)c2sccc2C1 (configuration not stated) | 1.03 | 99.7 | -6.0 | 0.4 | 0.0 | 0.1 | -4.0 | 98.2 | 4.8 | 4.7
ONC(=Nc1ccccc1)c1ccccc1Cl | 1.03 | 100.2 | -9.9 | -0.2 | -0.3 | -7.1 | -4.2 | 92.8 | 12.5 | -9.1
Cc1ccc2nc(COc3ccc(Cl)cc3)cc(=O)n2c1 | 2.58 | 136.0* | -24.5 | -41.5 | 0.0 | -1.5 | -3.3 | 100.6 | 9.8 | 52.8
CC1Cc2ccccc2N1C(=O)CSC1=NCCS1 (configuration not stated) | 1.89 | 108.8 | 4.1 | -9.7 | -0.4 | -0.7 | -3.2 | 101.9 | 1.6 | -1.1
O=C1CSC(=Nc2ccccc2)N1 | 0.94 | 104.1 | -6.8 | -3.6 | -0.5 | -0.2 | 2.4 | 102.9 | -3.4 | ·
CCOC(=O)c1sc(-c2ccccc2)cc1NC(=O)Nc1ccc([N+](=O)[O-])cc1 | 1.06 | 98.7 | -4.9 | 1.4 | 0.0 | 0.4 | -4.1 | 89.8 | 14.1 | 14.1
COc1c(C)cc(C(=O)C2CCCN(C(=O)Cn3ccc(C)n3)C2)cc1C (configuration not stated) | 1.03 | 99.8 | -2.3 | -1.4 | 0.1 | 0.4 | -0.2 | 97.9 | 6.9 | 11.9
CC1CCC2(CC1)OCC1(CCC3(COC4(CCC(C)CC4)OC3)C1=O)CO2 (configuration not stated) | 1.18 | 102.0 | 0.0 | -3.7 | -0.5 | -0.2 | 3.0 | 100.4 | 0.8 | -12.0
CCCCCCNC(=O)C(C#N)c1nc2ccccc2nc1N1CCOCC1 (configuration not stated) | 0.96 | 92.6 | -6.3 | 8.1 | -0.5 | 0.6 | -1.8 | 96.4 | 9.6 | 15.9
Cc1ccc(-c2cc(C(=O)N3CCN(c4ccc(F)cc4)CC3)c3ccccc3n2)o1 | 1.13 | 96.1 | -7.0 | 4.3 | 0.7 | -3.5 | -0.8 | 112.2 | -7.5 | 1.6
CCOc1ccc(-n2c(=S)sc3c(=O)[nH]c(SCC(=O)C(C)(C)C)nc32)cc1 | 2.58 | 85.8 | 2.9 | 14.2 | 0.2 | -1.2 | 0.1 | 96.9 | 5.3 | -7.0
COC(=O)c1cccc(NC(=O)CSc2nc3cccnc3n2C)c1 | 0.53 | 93.3 | -10.6 | 7.4 | 0.1 | 0.1 | -1.3 | 56.6 | 56.9* | -11.0
O=C(Nc1ccccc1)C1=C[C@H](c2coc3ccccc3c2=O)C[C@H](OCc2ccc(CO)cc2)O1 | 0.72 | 103.1 | 1.2 | -1.7 | 0.0 | 0.3 | 2.6 | · | · | -5.4
COCCNC(=O)CN(c1ccccc1OC)S(C)(=O)=O | 1.14 | 95.8 | -0.9 | 4.6 | -0.3 | -8.1 | -6.5 | 98.4 | 8.0 | 11.1
CC1CCCCC1NC(=O)C1CCN(S(=O)(=O)N2CCCCCC2)CC1 (configuration not stated) | 0.92 | 102.0 | 10.3 | -2.2 | -0.2 | -0.6 | -4.4 | 106.1 | -4.4 | 2.8
Cc1nnc(SCC(=O)Nc2nc3c(s2)CC(C)CC3)s1 (configuration not stated) | 2.7 | 118.3 | -1.7 | -19.9 | 0.0 | 1.9 | -6.0 | 90.9 | 13.8 | 21.3
CCC(C)N=Cc1c(NCc2ccco2)nc2c(C)cccn2c1=O (configuration not stated) | 1.04 | 103.4 | 6.0 | -3.7 | -0.2 | 3.0 | -0.6 | 92.4 | 12.8 | -11.0
Cc1ccc(NC(=O)C(C)C(=O)Nc2ccc(C)cc2)cc1 | 1.63 | 104.6 | -12.4 | -7.2 | 0.0 | -0.2 | -5.5 | 90.2 | 18.8 | -3.0
CCOC(=O)c1c(C)[nH]c(C(=O)COC(=O)C2CC2C)c1C (configuration not stated) | 4.09* | 150.5* | -12.0 | -55.5 | 0.0 | -0.6 | -0.9 | 90.3 | 17.2 | 179.6*
N=C1SCC(=O)N1c1nc(-c2ccccc2)cs1 | 1.59 | 149.6* | -5.7 | -55.0 | 0.1 | -5.2 | -3.6 | 98.5 | 8.6 | -7.3
O=C(CNS(=O)(=O)c1ccccc1)OCC(=O)c1ccc(OC(=O)c2ccccc2)cc1 | 1.42 | 115.7 | 9.1 | -17.2 | -0.1 | 0.0 | 1.4 | 110.0 | -5.3 | 11.9
C/C(=N\O)C(=O)NCc1ccccn1 | 1.07 | 100.2 | 0.1 | -0.2 | -0.2 | -4.3 | 1.9 | 100.4 | 3.5 | 0.3
COC(=O)Cc1cc(=O)n2[nH]c(C)c(-c3ccccc3)c2n1 | 1.23 | 104.1 | 9.2 | -0.6 | -0.1 | 1.0 | -7.4 | 103.0 | 6.0 | 26.7
CCOC(=O)c1cc(C(C)(C)C)oc1CNC(=O)c1c(C)oc2c1CCCC2 | 0.91 | 93.2 | 7.0 | 7.3 | -0.3 | -0.2 | -3.2 | 97.8 | 3.7 | 3.2
CCc1ccccc1NC(=O)CN(C)Cc1nc(N)nc(Nc2ccccc2C)n1 | 0.77 | 102.8 | 8.8 | -3.1 | 0.1 | -0.3 | 1.9 | 107.2 | -4.1 | 0.8
CCOc1ccc2c(C)c(C)c(=O)oc2c1OCC | 1.38 | 90.8 | 6.7 | 10.0 | -0.3 | -0.1 | -4.9 | 84.9 | 23.7 | ·
CC1=C(C(=O)Nc2cc(-c3cccc(F)c3)[nH]n2)C2(CCCCC2)OC1=O | 0.73 | 100.8 | -4.6 | 0.0 | -0.1 | -0.3 | 1.6 | 116.0 | -19.4 | 9.8
Cc1ccc(C)c(N2CCN(C(=O)CCS(=O)(=O)c3cccc4nonc34)CC2)c1 | 0.65 | 93.7 | 2.6 | 7.3 | -0.5 | -0.8 | -3.3 | 91.6 | 15.9 | -1.2
CCOc1ccc(S(=O)(=O)NCC2CCCO2)c2cccnc12 (configuration not stated) | 1.01 | 85.0 | -8.1 | 7.1 | -0.1 | -0.8 | -0.1 | 102.7 | 0.6 | 9.6
COc1ccc(C(=O)N=c2sc3c(C)ccc(OC)c3n2C)cc1 | 3.12 | 141.6* | -9.0 | -46.0 | 0.4 | -0.9 | -4.7 | 106.0 | 2.1 | 79.6

Reformatted with values under each structure: 2 of the compounds above.
Sequence of screens – NF-kB neuron act	STAT1 activator	TLR4-MyD88 BLA	STAT1 inh	Hsp70 act	DTT redox prof	Efa HMGR inh	STAT3 act	STAT3 inh	APP 5'UTR act
O=C(CNS(=O)(=O)c1ccccc1)OCC(=O)c1ccc(OC(=O)c2ccccc2)cc1
    1.42	115.7	9.1	-17.2	-0.1	0.0	1.4	110.0	-5.3	11.9
C/C(=N\O)C(=O)NCc1ccccn1
    1.07	100.2	0.1	-0.2	-0.2	-4.3	1.9	100.4	3.5	0.3
